# Assay outcomes from PubChem BioAssay.
# GAA850 FXN act = increases GAA850 frataxin promoter reporter activity; AID 540364; actives 0.56% (n = 360,000); HEK293 lucGAA850 FXN promoter luciferase reporter, 24 h; percent of 10 µM SAHA response; activation, % at 6 µM;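 active means activation above the average of all compounds screened plus 3 SD, cutoff fixed separately per campaign, cut at about 7.5% in these data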;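 further: 0% = DMSO wells and 100% = 10 µM SAHA wells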
# hgDAF-12 ag = activates the H. glycines DAF-12 receptor ligand-binding domain; actives 1.8% (n = 370,000); HEK293 GAL4-hgDAF12 UAS-luciferase reporter, agonist luminescence; normalized to butyrate control; activation, % at 6.8 µM;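 active means activation above a cutoff set at the mean of all screened compounds plus 3 SD, cut at about 10% in these data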;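 further: 0% = DMSO wells and 100% = sodium butyrate wells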
# GC-B act = GC-B (human) receptor activation | P20594 | HEK293-GC-B cells, CNP EC30, cGMP TR-FRET; 0% at EC30 CNP, 100% saturating CNP | activation, % at 10 µM | actives 0.11% (n = 370,000) | AID 1920062;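 active means activation at 10 µM reaching about 35% in either raw or pattern-adjusted values, limit read from the data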
# Target sequence (P20594 whole entry, looked up): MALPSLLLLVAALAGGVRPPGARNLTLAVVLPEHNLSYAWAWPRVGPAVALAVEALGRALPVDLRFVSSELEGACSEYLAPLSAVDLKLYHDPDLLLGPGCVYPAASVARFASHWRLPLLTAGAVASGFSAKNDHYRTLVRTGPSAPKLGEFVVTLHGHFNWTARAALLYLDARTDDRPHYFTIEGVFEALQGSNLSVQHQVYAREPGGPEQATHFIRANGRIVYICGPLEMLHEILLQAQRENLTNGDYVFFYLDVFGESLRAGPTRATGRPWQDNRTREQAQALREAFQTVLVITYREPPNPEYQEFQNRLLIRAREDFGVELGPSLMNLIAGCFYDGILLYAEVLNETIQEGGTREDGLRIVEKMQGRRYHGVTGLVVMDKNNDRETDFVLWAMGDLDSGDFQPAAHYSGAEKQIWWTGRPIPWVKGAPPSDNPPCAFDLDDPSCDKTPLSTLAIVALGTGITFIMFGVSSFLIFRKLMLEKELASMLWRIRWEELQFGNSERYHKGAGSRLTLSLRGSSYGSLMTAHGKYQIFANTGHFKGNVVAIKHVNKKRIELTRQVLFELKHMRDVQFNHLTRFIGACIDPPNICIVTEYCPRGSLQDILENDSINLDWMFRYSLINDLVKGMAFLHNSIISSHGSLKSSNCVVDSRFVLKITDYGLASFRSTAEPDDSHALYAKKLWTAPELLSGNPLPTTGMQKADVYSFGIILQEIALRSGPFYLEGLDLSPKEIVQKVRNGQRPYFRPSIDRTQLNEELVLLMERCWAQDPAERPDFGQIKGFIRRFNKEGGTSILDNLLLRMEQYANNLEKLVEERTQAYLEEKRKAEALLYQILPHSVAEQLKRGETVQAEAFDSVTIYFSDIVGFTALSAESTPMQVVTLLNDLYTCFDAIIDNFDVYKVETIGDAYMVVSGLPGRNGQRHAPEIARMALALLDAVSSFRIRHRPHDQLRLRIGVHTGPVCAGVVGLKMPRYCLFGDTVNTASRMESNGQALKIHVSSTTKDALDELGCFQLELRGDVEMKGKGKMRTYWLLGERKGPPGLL
# NPR1 activator = GC-A (human) enzyme activation; HEK293 GC-A cells, cGMP TR-FRET, EC30 ANP; 0% at EC30 ANP, 100% saturating ANP; AID 1671463; activation, % at 10 µM; actives 0.14% (n = 370,000); in the data active means activation above about 40%
# ADAM10 inh = ADAM10 inhibition, QFRET primary screen; O14672; recombinant ADAM10, EDANS/DABCYL FRET peptide cleavage, 3 h; inhibition, % at 7 µM; actives 0.62% (n = 370,000);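 active means inhibition above a per-campaign cutoff equal to the mean of compounds falling between control-based bounds plus 3 SD, cut at about 20% in these data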;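 further: 0% = DMSO wells while the 100% control is not disclosed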
# sPLA2-III inh = Blocks human group III sPLA2 activity; QFRET BODIPY PC-A2 liposome hydrolysis, fluorescence; actives 0.56% (n = 370,000); AID 743126; inhibition, % at 12.2 µM; Q9NZ20;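 active means inhibition above mean plus 3 SD of compounds lying within the high and low control bounds, cut at about 19% in these data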;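 further: 0% = median of test compound wells and 100% = no enzyme DMSO wells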
# DAX1 inh-1 = DAX1 (NR0B1) inhibition, primary screen; HEK293T StAR-luciferase reporter, SF-1/DAX-1 repression relief; inhibition, % at 6.8 µM; actives 1.1% (n = 370,000); AID 652010;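 active means inhibition above the mean over all tested compounds plus 3 SD, cut at about 3.6% in these data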;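 further: 0% = DAX-1 cells with DMSO and 100% = cells lacking DAX-1 with DMSO; higher inhibition means more luminescence from relief of DAX-1 repression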
# ssDAF-12 act = activates DAF-12 receptor from parasite S. stercoralis | HEK293 ssDAF-12/GRIP1 lit1-tk-luc reporter, luminescence; % of 3 µM dafachronic acid response | activation, % at 6.8 µM | actives 1% (n = 370,000);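 active means activation above the mean over all tested compounds plus 3 SD, cut at about 0.9% in these data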;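 further: 0% = DMSO-only wells and 100% = 3 µM delta7-dafachronic acid wells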
# SMARCA2 act = activators of SMARCA2 function; AID 652017; actives 1% (n = 370,000); MG213 cells, MMTV-luciferase reporter, dexamethasone, overnight; activation, % at 9.1 µM; in the data active means activation above about 7.8%;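 further: 0% = vehicle wells and 100% = reference activator wells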
# hcDAF-12 act = activators of H. contortus DAF-12 nuclear receptor; actives 1.4% (n = 370,000); activation, % at 6.8 µM; AID 652067; HEK293 hcDAF-12 lit1-tk-luc reporter, luminescence; 0% DMSO, 100% Δ7-dafachronic acid;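 active means activation above the mean of all tested compounds plus 3 SD, cut at about 5.5% in these data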;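 further: 100% = response to 3 µM Δ7-dafachronic acid high control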
# DAX1 inh-2 = NR0B1 (DAX1) inhibition; actives 0.99% (n = 340,000); HEK293 Gal4-DAX1 luciferase reporter, luminescence; AID 504766; P51843; inhibition, % at 6.75 µM;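 active means inhibition above the mean over all tested compounds plus 3 SD, cut at about 4.2% in these data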;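 further: 0% = DAX1-transfected cells with DMSO and 100% = empty-vector control cells with DMSO; inhibition shows as a rise in luminescence from relieved DAX1 repression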
# Numbers without * were called inactive; . = not tested or not shown. Rows were taken by chance; about 6.6% have a hit in one of these screens.
SMILES,GAA850 FXN act,hgDAF-12 ag,GC-B act,NPR1 activator,ADAM10 inh,sPLA2-III inh,DAX1 inh-1,ssDAF-12 act,SMARCA2 act,hcDAF-12 act,DAX1 inh-2
Cn1cccc1/C=N/NC(=O)Cc1cccc2ccccc12,-1.9,4.2,-3,-2,-3,-3,-1.3,-0.7,-5,0.6,-2.2
O=[N+]([O-])c1ccc(-c2ccc(S(=O)(=O)N3CCOCC3)cc2)cc1,-1.7,2.0,2,4,13,1,-0.1,-0.9,-1,6.6*,4.5*
CCCCCOCC1CC(C/C(C)=N/NC(N)=O)(C(=O)OCC)C(=O)O1 (stereo unspecified),-0.6,2.7,2,-3,-2,-11,0.0,-1.1,-1,-1.2,0.7
Cc1ccc(C)c(NC(=O)CSc2nncn2C)c1,0.8,-2.1,-2,-1,0,2,-0.2,-0.9,-2,-1.8,1.0
O=C(Nc1ccc2ccccc2c1)c1ccc(Cl)cc1Cl,0.0,11*,-3,5,1,-1,2.4,0.2,1,5.4,0.2
COc1ccc(CNC(=O)COC(=O)/C=C/c2ccc(Cl)cc2)cc1,0.8,-0.4,-8,-2,8,-5,0.6,-2.3,-5,-1.0,1.4
COc1cc(=O)oc(-c2ccccc2)c1C(C)=O,0.9,2.3,2,2,2,4,-0.2,-0.9,0,-0.9,1.8
O=C(NC1CCCC1)C(c1ccc(N2CCOCC2)cc1)N(Cc1ccccc1)C(=O)c1ccco1 (stereo unspecified),-2.6,-2.2,-6,-7,-5,-2,-0.2,-1.1,0,-0.5,0.4
O=C(COc1ccccc1)Nc1ncn[nH]1,1.9,3.5,-1,-6,-4,11,0.6,-1.5,0,0.6,0.3
CC1CN(C(=S)Nc2ccc(Br)cc2)CC(C)O1 (stereo unspecified),-0.3,0.5,3,8,-6,6,0.1,-0.8,-1,-0.3,-1.1
CCN(CC)S(=O)(=O)c1cc(NC(=O)CSc2nnc(N)s2)ccc1C,-0.3,0.5,1,-4,-9,2,-0.2,-1.2,-3,-0.8,-0.4
O=C(NCCCN1CCOCC1)[C@@H]1CSC2c3ccccc3C(=O)N21 (stereo partly specified),-1.6,1.2,-7,2,-1,2,-1.0,-0.1,2,0.3,-0.4
COC(=O)C1=C(C)N(Cc2ccccc2C(F)(F)F)C(=NCc2cc(OC)c(OC)c(OC)c2)NC1c1cccc(F)c1 (stereo unspecified),.,-0.4,-11,-16,-5,-6,-0.5,-1.1,-4,-1.1,.
O=C(NCC(c1cccnc1)N1CCOCC1)c1ccc2c(c1)OCO2 (stereo unspecified),0.9,-0.4,6,1,0,0,-0.7,-1.0,0,1.1,-0.8
O=C1CC(c2ccccc2)Cc2nc(NCc3ccco3)ncc21 (stereo unspecified),1.2,-0.2,-3,0,-3,-3,-0.3,-2.0,1,0.6,0.4
CCCCCCCCCCCCC(=O)CCCCC(=O)O,1.1,-2.1,-4,4,3,1,0.9,-1.7,0,-0.3,2.1
CN(C(=O)Cn1cnc2ccccc2c1=O)C1CCS(=O)(=O)C1 (stereo unspecified),0.1,-1.6,1,3,-6,5,-1.4,-1.1,-2,0.3,2.4
C/C(=N\NC(=O)Cc1ccc(Cl)cc1)c1ccc(F)cc1,1.9,-0.5,-4,3,8,0,0.2,-0.2,1,1.6,-0.1
CCN(CC)C(=O)Cn1cc(S(=O)(=O)CC(=O)N2CCOCC2)c2ccccc21,2.8,0.6,-2,6,2,8,-1.2,-0.9,-3,0.8,0.4
O=C(COc1ccc(Br)cc1Cl)Nn1cnnc1,0.2,-2.0,0,-4,-9,0,-0.2,-1.8,-3,-1.9,-0.2

# Sorted by molecular weight (lowest first): some entries from above
SMILES,GAA850 FXN act,hgDAF-12 ag,GC-B act,NPR1 activator,ADAM10 inh,sPLA2-III inh,DAX1 inh-1,ssDAF-12 act,SMARCA2 act,hcDAF-12 act,DAX1 inh-2
O=C(NCCCN1CCOCC1)[C@@H]1CSC2c3ccccc3C(=O)N21 (stereo partly specified),-1.6,1.2,-7,2,-1,2,-1.0,-0.1,2,0.3,-0.4
CCCCCOCC1CC(C/C(C)=N/NC(N)=O)(C(=O)OCC)C(=O)O1 (stereo unspecified),-0.6,2.7,2,-3,-2,-11,0.0,-1.1,-1,-1.2,0.7
CCN(CC)C(=O)Cn1cc(S(=O)(=O)CC(=O)N2CCOCC2)c2ccccc21,2.8,0.6,-2,6,2,8,-1.2,-0.9,-3,0.8,0.4

# (further entries)
SMILES,GAA850 FXN act,hgDAF-12 ag,GC-B act,NPR1 activator,ADAM10 inh,sPLA2-III inh,DAX1 inh-1,ssDAF-12 act,SMARCA2 act,hcDAF-12 act,DAX1 inh-2
CC(=C/c1ccccc1)/C=N/NC(=O)c1ccccn1,0.5,9.2,4,-3,-7,-4,1.9,0.7,5,4.2,.
CCOC(=O)C1CCCN(C(=O)c2oc3ccccc3c2C)CC1 (stereo unspecified),0.1,0.1,2,0,0,-1,-0.9,-1.2,-3,-1.8,.
CCCCN(CC)Cc1ccc(CNC(=O)Nc2ccc(Cl)cc2)o1,-5.8,-3.1,-1,-6,-7,-1,-0.5,-0.6,-5,-1.9,1.5
O=C(CCCCCN1C(=O)c2ccccc2C1=O)Nc1ccccc1,-0.7,-0.2,1,-1,7,1,1.0,-1.8,-3,-1.1,0.6
Cn1cc(CN2CCC(O)CC2)c(-c2ccc(Oc3ccccc3)cc2)n1,1.1,-2.2,1,-1,2,-8,0.1,-1.1,-1,-0.3,-2.2
N#CCOC(=O)C1c2ccccc2Oc2ccccc21,2.7,0.9,1,0,-2,-3,0.3,-0.9,1,-2.5,-0.3
COc1ccc(NC(=O)CCNS(=O)(=O)c2cc(Br)cnc2N)c(OC)c1,-0.2,2.3,-7,-7,-10,-5,-0.3,-0.7,-2,-1.9,0.2
COc1cccc(CN(C(=O)c2ccccc2)C2CCS(=O)(=O)C2)c1 (stereo unspecified),0.3,2.3,-8,2,-1,-29,0.9,-1.1,-1,1.0,1.2
CC(NC(=O)COC(=O)C1CCN(c2ccc(C(F)(F)F)cn2)CC1)c1ccccc1 (stereo unspecified),-0.4,-0.7,-2,1,-33,-6,0.1,-1.1,-3,0.8,-1.4
O=C1CC(c2ccco2)CC2=C1C1c3ccccc3C(=O)N1c1ccccc1N2 (stereo unspecified),-0.5,2.2,-8,-18,-5,1,-0.2,-0.9,0,1.0,0.3
Cc1cc(C)n(C(=O)/C=C/c2cccs2)n1,1.2,0.1,-4,-8,0,-3,-0.1,0.0,4,-0.7,2.0
O=C(C1=C[C@@H](c2ccc3c(c2)OCO3)C[C@@H](OCCCCO)O1)N1CCN(Cc2ccc3c(c2)OCO3)CC1,-0.3,-4.4,-3,-1,-1,-6,-0.5,-1.8,0,-1.1,0.5
COc1cccc(CN2CCN(C(=O)c3cccc(OC)c3)CC2)c1,-2.5,-1.1,6,5,2,3,-0.3,-0.9,1,0.4,-1.0
CCN(CC)C(=O)[C@H]1C[C@H](CC(=O)NC(C)(C)C)C(=O)N2CCc3c([nH]c4ccc(Cl)cc34)[C@]12C,-1.5,-3.1,1,-1,2,-10,-0.2,-0.8,-2,-1.2,-1.1
CCNC(=O)Cn1c(=O)c(=O)n(Cc2ccccc2)c2ccc(Cl)cc21,0.9,-1.1,-1,0,-20,0,-0.3,-1.5,-1,0.6,-0.2
C=CCn1c(Oc2ccc(C(=O)OC)cc2)nc2c1c(=O)n(C)c(=O)n2C,0.6,0.9,3,-3,-6,6,0.5,-1.3,-2,-1.6,0.3
COc1cc2c(c(OC)c1CC=C(C)C)C[C@H](c1ccc(O)cc1O)CO2,1.0,-0.2,-8,-2,2,-7,1.2,-1.4,4,-0.2,-0.7
CC(C)Oc1ccc(C(=O)Nc2cccc3cccnc23)cc1,2.1,0.0,4,1,0,1,0.3,-0.9,2,-0.7,-1.4
CN1CCN(C(=O)c2cc(Br)cn2C)CC1,0.4,2.2,0,1,6,-3,0.3,-1.4,-2,0.8,-0.5
Cc1ccc(/C=N/NC(=O)Nc2ccccc2)o1,7.5,11*,0,3,7,1,2.3,0.0,8.2*,4.4,2.1
Cc1ccc(/C=N/n2c(C)n[nH]c2=S)o1,0.7,0.9,-14,2,-4,5,-0.8,-1.5,-1,-2.7,1.3
NS(=O)(=O)c1ccc(CCNC(=O)CNC(=O)c2ccccc2F)cc1,0.7,0.5,5,-1,6,2,0.2,-0.2,0,0.2,0.4
NC(=S)Nc1nccc(-c2cccs2)n1,8.3*,6.2,-2,6,-15,17,0.9,-0.3,1,4.3,0.3
Cc1c(NC(=O)CN2C(=O)NC3(CCCCC3)C2=O)c(=O)n(-c2ccccc2)n1C,3.1,2.0,0,3,6,8,0.1,-1.4,-2,-0.6,-0.1
O=[N+]([O-])c1ccc2c(c1)C(O)n1ncnc1S2 (stereo unspecified),0.0,-0.7,0,-1,-6,8,-0.2,-1.6,-3,-1.8,1.5
CCNC(=S)NNC(=O)c1ccc(OC)cc1,-1.3,-2.8,-4,0,0,5,-0.7,-1.1,-1,-1.3,1.1
CCNC(=O)C1(C)CCN(Cc2ccc(OC(F)(F)F)cc2)C1 (stereo unspecified),-0.3,0.3,2,-1,-2,3,1.1,-1.1,2,1.0,.
CC1CC(C)CN(S(=O)(=O)N2CCCC(C(=O)NCCCN3CCOCC3)C2)C1 (stereo unspecified),0.3,-0.2,2,3,-5,1,-0.2,-0.7,-3,-1.0,1.1
Cn1cc(CC(=O)Nc2ccc(Nc3cccnc3)cc2)c2ccccc21,.,-2.4,-8,2,-3,-39,-1.2,-1.9,-4,-1.7,.
COc1cccc(NC(=O)NNC(=O)c2ccc3c(c2)NC(=O)C(C)(C)O3)c1,-2.2,0.6,1,-3,2,-3,-0.1,-0.7,-1,-2.0,2.6
CC(C)CC1NC(=S)N(C2CCCCC2)C1=O (stereo unspecified),-2.0,-0.4,5,1,4,-56,-0.6,-0.2,1,0.9,0.6
COc1ccc(Cc2nc(N)nc(N)n2)cc1,0.3,-1.0,9,4,4,-3,-0.4,-0.4,0,-2.4,1.4
CC(/C=C/c1ccccc1F)=N\NC(=O)c1cccc(F)c1,-1.9,12*,-2,2,1,-1,2.5,-0.6,4,0.1,1.8
COCCCNC(=S)N/N=C/c1ccc(OC)c(Br)c1,1.1,-0.7,12,10,1,2,0.1,-1.3,0,-2.5,1.0
CCOc1ccc(OCC)c(NC(=O)C2C3C=CC(O3)C2C(=O)O)c1 (stereo unspecified),-0.6,0.9,1,0,-3,1,-0.8,-1.7,-1,-0.7,2.1
Cc1csc2ncc(C(=O)N3c4ccccc4CC3C)c(=O)n12 (stereo unspecified),1.0,5.0,-4,1,-21,7,0.3,-0.2,-1,4.7,0.5
Nc1ccc(C(=O)N2N=C(c3ccc(F)cc3)CC2(O)C(F)(F)F)cc1 (stereo unspecified),1.5,-3.7,10,2,-11,9,-0.1,-0.8,-3,1.0,-1.1
O=C(Nc1ccncc1)c1cc(-c2ccc(Cl)cc2)nc2ccccc12,.,0.4,-4,1,-15,17,-0.1,0.0,-3,1.1,.
Cc1ccc(OCc2ccc(C(=O)Nc3nccs3)o2)cc1C,2.2,3.6,-2,-2,0,-3,0.3,-0.9,1,0.1,0.8
